APEX1 inh: qHTS Assay for Inhibitors of the Human Apurinic/apyrimidinic Endonuclease 1 (APE1) | DNA repair nuclease/redox regulator APEX1 (Homo sapiens), P27695 | recombinant APE1, TAMRA/BHQ-2 abasic DNA cleavage fluorescence | Potency, µM (series often up to 65.8 µM), for the others: top-dose activity change, negative = inhibition, hits mostly inhibitors | actives 0.35% (n = 350,000);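 also: potency is read from the fitted curve at half-maximal effect; plate controls were vehicle for no effect and reference inhibitor for full effect; nearly all actives have a fitted effect of over 55% in size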
Target sequence (P27695 whole entry, looked up): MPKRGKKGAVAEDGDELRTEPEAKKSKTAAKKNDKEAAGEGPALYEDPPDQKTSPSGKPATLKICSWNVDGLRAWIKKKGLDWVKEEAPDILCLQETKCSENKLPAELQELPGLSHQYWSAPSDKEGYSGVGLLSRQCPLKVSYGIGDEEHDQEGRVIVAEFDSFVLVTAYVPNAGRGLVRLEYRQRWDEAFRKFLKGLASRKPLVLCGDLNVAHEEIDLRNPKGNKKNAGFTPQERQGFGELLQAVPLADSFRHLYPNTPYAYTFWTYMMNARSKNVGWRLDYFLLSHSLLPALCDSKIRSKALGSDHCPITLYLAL
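Endonuclease cleavage of a quenched abasic-site DNA duplex (50 nM) by APE1 (0.75 nM) was tracked by TAMRA dequenching. Compounds were preincubated with enzyme 15 min at room temperature; data normalized to buffer-only and DMSO wells plus NSC13755 control.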
Apoferritin bind: qHTS Assay for Identification of Novel General Anesthetics; actives 0.074% (n = 350,000); Potency, µM (series often up to 77.5 µM), without a hit: top-dose activity change, negative = displacement, actives largely listed as inhibitors; apoferritin/1-aminoanthracene competitive binding, fluorescence; Ferritin light chain (Equus caballus), P02791; also: potency is read from the fitted curve at half-maximal effect; % is scaled to controls: 0 for no effect and ±100 for the full control effect; nearly all actives have a fitted effect of over 20% in size
Target sequence (P02791 2-175 limits assumed): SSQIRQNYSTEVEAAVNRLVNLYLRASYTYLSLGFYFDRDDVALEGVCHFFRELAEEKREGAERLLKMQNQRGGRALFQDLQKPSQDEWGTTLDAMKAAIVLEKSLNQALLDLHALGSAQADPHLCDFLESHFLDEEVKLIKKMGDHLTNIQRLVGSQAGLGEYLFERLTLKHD
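Horse-spleen apoferritin (10 uM) was mixed with 50% saturated 1-aminoanthracene in PBS, exposed to compounds for 10 min at room temperature, and read for fluorescence (ex 380 nm, em 535 nm). Competitive displacement was fitted with a four-parameter Hill equation.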
ALOX12 inh: Primary qHTS assay for inhibitors of human arachidonate 12S-lipoxygenase (ALOX12): Round 2; Polyunsaturated fatty acid lipoxygenase ALOX12 (Homo sapiens), P18054; purified 12hLO, xylenol orange hydroperoxide absorbance; Potency, µM (series often up to 108 µM), for the others: at the top dose activity change, negative = inhibition, usual class: inhibitors; actives 1.1% (n = 580,000); also: potency is read from the fitted curve at half-maximal effect; % is scaled to controls: 0 for no effect and ±100 for the full control effect
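Purified human 12hLO (150 nM final) in 25 mM Hepes, 0.01% Triton X-100, pH 7.0 was preincubated 15 min at room temperature with compound. Then 40 uM arachidonic acid was added, 30 min. Hydroperoxide was read by Fe-XO absorbance ratio 573/405 nm.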
Pol kappa inh: qHTS for Inhibitors of Polymerase Kappa. DNA polymerase kappa (Homo sapiens), Q9UBT6. purified Pol kappa, fluorescent DNA synthesis assay, 10 min. Potency, µM (series often up to 107 µM), for the others: at the top dose activity, negative = inhibition, usual class: inhibitors. actives 0.53% (n = 400,000). AID 588579, 2011; also: potency is read from the fitted curve at half-maximal effect; % is scaled to controls: 0 for no effect and ±100 for the full control effect
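10 nM Pol kappa was preincubated with compounds for 15 min at room temperature. Reaction started with 50 nM (final) substrate. Fluorescence read kinetically at 0 and 10 min.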
LDHA inh: qHTS assay for inhibitors of human lactate dehydrogenase; purified LDHA, NADH/diaphorase-resazurin fluorescence; stronger effect = lower value; AID 1347041, 2019; actives 0.15% (n = 480,000); L-lactate dehydrogenase A chain (Homo sapiens), P00338; activity change, % (values are at about 110 or 230 µM); in the data active = activity change below about -30%; inconclusive = mostly about -25% to -30%;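 also: plate controls were DMSO wells for no effect and wells without enzyme for full effect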
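Human LDH5 at 2 nM final in Tris HCl pH 7.4 with 0.06 mM NADH and 0.2 mM pyruvate, reacted 5 minutes at room temperature. Remaining NADH coupled via diaphorase/resazurin; resorufin fluorescence read at 0 and 20 minutes, normalized to enzyme-free and DMSO wells.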
Pol eta inh: qHTS for Inhibitors of Polymerase Eta; recombinant Pol eta, fluorescent DNA replication assay; Potency, µM (doses to about 114 µM), for inactives: top-dose activity change, negative = inhibition, hits mostly inhibitors; actives 1.2% (n = 390,000); AID 588591, 2011; also: potency is read from the fitted curve at half-maximal effect; % is scaled to controls: 0 for no effect and ±100 for the full control effect
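Pol eta at 10 nM preincubated with compounds 15 min at room temperature; reaction started with fluorescent substrate (50 nM final) and read kinetically at 0 and 10 min.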
RGS4 inhibitor: Inhibitors of Regulator of G Protein Signaling (RGS) 4: qHTS; Regulator of G-protein signaling 4 (Homo sapiens), P49798; Transcreener GDP fluorescence polarization, RGS4-accelerated GTP hydrolysis; Potency, µM (series often up to 114 µM), for inactives: top-dose activity change, negative = inhibition, usual class: inhibitors; actives 0.039% (n = 390,000); also: potency is read from the fitted curve at half-maximal effect; % is scaled to controls: 0 for no effect and ±100 for the full control effect; nearly all actives have a fitted effect of over 75% in size; some results filed as inactive show a strong effect at the top dose
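MLSMR compounds (23 nl, pin-transferred) preincubated 10 min at room temperature with a 500nM (2x) first reagent, then RGS4 at 900nM (2x) plus Transcreener GDP mix added; fluorescence polarization (620/688 nm) read before and after 90 min at 30 °C.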
ERG-DNA inh: qHTS for Small Molecule Inhibitors of the ERG Ets/DNA interaction; Transcriptional regulator ERG (Homo sapiens), P11308; fluorescence polarization, His-ERG Ets domain / labelled DNA; Potency, µM (titrated, usually from 76.9 µM), for the others: at the highest dose FP activity, negative = inhibition, most hits filed as inhibitors; actives 0.028% (n = 370,000); AID 624246, 2012; active = well fitted inhibition curve with a large enough effect in the polarisation, with a control signal flat; inconclusive = small, poorly fitted or top-dose-only effect, or effect the other way, or a change in a side signal; inactive = no such curve, though single readings can be large or run the other way; the % refers to the polarisation;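 also: polarization taken with two DNA probes labelled with fluorescein and Texas red; potency is read from the fitted curve at half-maximal effect; % of control where 0% means no effect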
Target sequence (P11308 whole entry, looked up, the tested form may be a part): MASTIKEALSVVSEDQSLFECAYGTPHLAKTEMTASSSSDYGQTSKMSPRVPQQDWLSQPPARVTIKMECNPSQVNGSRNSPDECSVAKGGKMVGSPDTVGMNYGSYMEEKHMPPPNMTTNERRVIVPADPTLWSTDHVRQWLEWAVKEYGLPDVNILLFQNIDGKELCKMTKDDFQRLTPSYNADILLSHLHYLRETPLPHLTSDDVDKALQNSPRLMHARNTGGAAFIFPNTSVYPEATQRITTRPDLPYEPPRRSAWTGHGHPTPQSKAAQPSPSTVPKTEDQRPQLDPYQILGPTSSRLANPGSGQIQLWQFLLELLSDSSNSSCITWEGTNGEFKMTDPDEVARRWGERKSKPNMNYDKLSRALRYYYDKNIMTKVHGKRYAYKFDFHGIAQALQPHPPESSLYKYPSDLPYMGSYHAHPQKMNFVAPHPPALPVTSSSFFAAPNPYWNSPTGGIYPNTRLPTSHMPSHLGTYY
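His-tagged ERG Ets domain (1 uM in the protein solution; 300mM KCl, 50mM Tris-HCl, 1mM EDTA, 1mM DTT, pH 7.5) received compound, then a probe mix of 5 nM fluorescein-DNA and 100nM Texas-615-DNA. Fluorescence polarization was read for both dyes.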
Pol beta inh: qHTS Assay for Inhibitors of DNA Polymerase Beta; actives 1.3% (n = 340,000); Potency, µM (doses to about 114 µM), without a hit: top-dose activity change, negative = inhibition, most hits filed as inhibitors; P06746; Pol beta primer extension/strand displacement, fluorescence kinetic; AID 485314, 2010; also: potency is read from the fitted curve at half-maximal effect; % is scaled to controls: 0 for no effect and ±100 for the full control effect
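Enzyme-only controls used 10 nM Pol beta; buffer lacking enzyme served as negative control. Compound preincubated 15 min, then 50 nM substrate added; 0 and 10 min reads at room temperature.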
Active calls of the source: *; ? = inconclusive; . = not tested or not shown; & = joins results of further samples; [ ] = dose if it differs, or a comment. Unless noted, calls follow the shape of the dose curve; as a rule, active = well fitted curve in the direction sought with a large enough effect; inconclusive = small, poorly fitted or top-dose-only effect, or another doubt; inactive = no such curve, though single readings can be large; an effect the other way counts as inactive or inconclusive.

SMILES	APEX1 inh	Apoferritin bind	ALOX12 inh	Pol kappa inh	LDHA inh	Pol eta inh	RGS4 inhibitor	ERG-DNA inh	Pol beta inh
CN1CCC(=NNC(=O)CN(c2ccc([N+](=O)[O-])cc2)S(=O)(=O)c2ccccc2)CC1	16%	-20%	-1%	-11%	2	-13%	-1%	-6%	-4%
Cc1ccc(-n2nnnc2SCc2nc3sc(C)c(C)c3c(=O)[nH]2)cc1	-1%	-11%	0%	-1%	3	3%	-11%	7%	6%
Cc1ccc(-n2c([C@@H]3C[C@H]3c3ccccc3)n[nH]c2=S)cc1	0%	-16%	?	-13%	0	-15%	-21%	.	-21%
O=C(Nc1ccc(Cl)cc1)N1CCN(c2ncccn2)CC1	16%	-6%	-1%	-1%	-17	-10%	8%	2%	25%
CC(Oc1ccc(Cl)cc1Cl)C(=O)/C=C/N(C)C (centres undefined)	0%	-21%	?	-9%	-1	-18%	1%	4%	10%
NC(=O)c1nn(-c2cccc(Cl)c2)c(=O)cc1O	-5%	-6%	?	-13%	-2	-5%	13%	0%	3%
N#Cc1c(NC(=O)COC(=O)c2ccc(O)cc2O)sc2c1CCC2	12µM*	.	188%[activator]	79µM*	-10	20µM*	-14%	11%	.
O=C(c1ccc(F)cc1)n1c(NCc2ccccc2)n[nH]c1=S	3%	-8%	1%	-18%	-8	-1%	3%	-1%	4%
Brc1cccc(/C=N/Nc2nn[nH]n2)c1	2%	-5%	-7%	-2%	0	-25%	-16%	-10%	-4%
O=C(NC(=S)Nc1ccccc1OC(F)F)c1ccc2c(c1)OCO2	4%	.	-21%	-6%	-9	-19%	-8%	3%	.
CCOc1ccccc1/C=N/n1c(C)nc2ccccc2c1=O	18%	0%	5%	-5%	-3	-19%	-5%	-13%	16%
O=c1c2c(-c3cccs3)csc2ncn1/N=C/c1ccccn1	.	.	31%	0%	-1	-15%	-16%	15%	.
O=C(COC(=O)C1=COCCO1)Nc1cc(S(=O)(=O)N2CCCCC2)ccc1Cl	-7%	-18%	6%	-5%	2	-14%	3%	-4%	-10%
Cc1ccc(CNC(=O)C(=O)NCC2CCCO2)cc1 (centres undefined)	4%	-15%	0%	3%	-4	-7%	-12%	-3%	1%
CCN(Cc1ccccc1)C(=O)COC(=O)[C@@H]1CCCN1C(=O)c1cccs1	-1%	.	13%	-17%	-9	-2%	2%	-8%	.
COc1ccccc1N1CCN(C(CNC(=O)C(=O)NCc2ccc(C)cc2)c2cccnc2)CC1 (centres undefined)	.	-11%	0%	-6%	5	-15%	1%	0%	-1%
COc1ccc(C(CNC(=O)C2COc3ccccc3O2)N2CCCC2)cc1 (centres undefined)	43%	.	0%	9%	2	-15%	-10%	-11%	.
COC(=O)C1C2C=CC3(CN(CCc4ccccc4)C(=O)C13)O2 (centres undefined)	5%	-2%	0%	-2%	-5	4%	23%	-19%	-1%
CCCS(=O)(=O)c1ncc(Cl)c(C(=O)N(Cc2ccccc2)Cc2ccco2)n1	.	-13%	-22%	-5%	0	-15%	?	9%	-3%
O=C(Nc1ccc2ccccc2c1)N1CCN(c2ncccc2C(F)(F)F)CC1	-7%	?	-5%	-2%	9	-17%	-19%	-5%	0%
CC(C)COC(=O)NCC12C=CC(O1)C1C(=O)N(c3ccc(Cl)cc3)C(=O)C12 (centres undefined)	1%	-5%	?	-3%	-13	-9%	-16%[11.4 µM]	6%	-7%
CCOC(=O)c1ccc(Nc2c(-c3ccc(OC)cc3)nc3nc[nH]n23)cc1	.	-7%	-22%	-5%[60.1 µM]	6	-9%	-18%	6%	?
Cc1ccc(NS(=O)(=O)N2CCOCC2)cc1Cl	37%	?	1%	-8%	3	-3%	28%	5%	-25%
O=C(NCC1CCN(Cc2cccc(Cl)c2)CC1)Nc1ccc(F)c(Cl)c1	.	-14%	?	-6%	2	-23%	-12%	2%	25%
CC(C)(C)C(=O)NC1CC2CCCC(C1)N2C(=O)Nc1cccc(Cl)c1 (centres undefined)	34%	0%	6%	8%	-6	3%	3%	7%	2%
COc1cc(OC)c(NC(=O)CCn2cnc3onc(-c4ccc(F)cc4)c3c2=O)cc1Cl	.	-1%	-13%	4%	-15	1%	14%	-13%	1%
CSCCC(NC(N)=O)C(=O)N(C)CC(=O)Nc1cc(C)ccc1C (centres undefined)	15%	-8%	-3%	4%	0	14%	8%	-9%	52%
COC(=O)CCCC1=CC2=CC(=O)C(C)(OC(=O)c3cccs3)C(=O)C2=CN1CCCCO (centres undefined)	-2%[12.4 µM]	1%	?	-7%	48	-13%	-5%	-1%	13%
CCC(Sc1nc(-c2ccccc2)c(C#N)c(=O)[nH]1)C(=O)Nc1cc(C)on1 (centres undefined)	-1%	-12%	-13%	0%	1	4%	10%	.	24%
CC(C)c1nc2oc3ccccc3c(=O)c2c(=O)n1-c1ccccc1	8%	-7%	.	-10%	0	-11%	-5%	-8%	14%
CCOc1ccc2nc3c(cc2c1)CN(CCOC)C(=NC)S3	8%	-2%	17%	-4%	0	-11%	-17%	0%	11%
Cn1c(NC(=O)C[n+]2cc(-c3ccc(F)cc3)n3c2CCC3)cc(=O)n(C)c1=O	15%	-5%	7%	-13%	-6	-6%	0%	-1%	49%
O=C(NCCCn1ccnc1)c1cccc(S(=O)(=O)Nc2ccc(F)cc2)c1	1%	.	?	0%	-5	-16%	7%	4%	.
Cc1cccc2cc(C(c3nnnn3C(C)(C)C)N3CCN(C(=O)c4ccco4)CC3)c(=O)[nH]c12 (centres undefined)	1%	1%	17%	-3%	-1	-9%	-11%	.	?
Cc1ccc(C(=O)O)cc1-c1ccc(/C=C2\SC(=O)N(CC(=O)Nc3ccccc3)C2=O)o1	?	-8%	?	?	-4	18µM*	?	-9%	?
CCCOc1ccc([N+](=O)[O-])cc1C1NC(=S)NC(c2ccccc2)=C1C(=O)OCC (centres undefined)	0%	-19%	-20%	-14%	-6	-24%	?	-13%	3%

One compound at a time (already shown). Values in the order: APEX1 inh, Apoferritin bind, ALOX12 inh, Pol kappa inh, LDHA inh, Pol eta inh, RGS4 inhibitor, ERG-DNA inh, Pol beta inh
COC(=O)CCCC1=CC2=CC(=O)C(C)(OC(=O)c3cccs3)C(=O)C2=CN1CCCCO (centres undefined) across the screens: -2%[12.4 µM], 1%, ?, -7%, 48, -13%, -5%, -1%, 13%
Cc1ccc(C(=O)O)cc1-c1ccc(/C=C2\SC(=O)N(CC(=O)Nc3ccccc3)C2=O)o1 across the screens: ?, -8%, ?, ?, -4, 18µM*, ?, -9%, ?
CCCOc1ccc([N+](=O)[O-])cc1C1NC(=S)NC(c2ccccc2)=C1C(=O)OCC (centres undefined) across the screens: 0%, -19%, -20%, -14%, -6, -24%, ?, -13%, 3%

The results go on:
SMILES	APEX1 inh	Apoferritin bind	ALOX12 inh	Pol kappa inh	LDHA inh	Pol eta inh	RGS4 inhibitor	ERG-DNA inh	Pol beta inh
COc1nc(OCCNS(=O)(=O)c2ccc(C)cc2)nc(N(C)C)n1	5%	-5%	-2%	12%	-1	-13%	-14%[56.9 µM]	8%	5%
O=c1c2cc(Cl)ccc2nc(-c2ccc(Cl)c(Cl)c2)n1O	4%	3%	-19%	4%	-4	-14%	-5%	-7%	-21%
CSc1nsc(SC)c1NC(=O)OCC1CCCO1 (centres undefined)	-8%	-9%	?	-6%	-4	-6%	-21%	-7%	-1%
CCOC(=O)Nc1ccc2c(c1)N(C(=O)N(C)C)c1ccccc1CC2	-1%	-14%	-25%	-20%	-2	-10%	4%	8%	-1%
COc1ccc(S(=O)(=O)n2nc(-c3ccco3)nc2NCc2ccc(C(C)C)cc2)cc1	.	41%[activator]	?	2%	-1&-4	-30%	13%	-3%	-11%
CCCNC(=O)OCc1cccnc1Sc1ccc(C)cc1	-1%	-12%	-2%	-4%	1	-5%	?	-6%	-17%
COc1ccc(C(=O)CN(C(=O)c2ccc(Cl)cc2)N2C(=O)c3ccccc3C2=O)cc1	-5%	-19%	-26%	-4%	-11	-11%	9%	-12%	37%
CCc1ccc(CNC(=O)C2CCN(c3nn4cc(-c5ccc(OC)cc5)nc4s3)CC2)cc1	.	-5%	-9%	-20%	-15	-6%	-12%	-3%	-3%
CCCN(CC(=O)Nc1ccccc1OC)C(=O)CC1CCCC1	-7%	.	-7%	0%	-10	-7%	-3%	8%	.
O=C(OCC(=O)N1CCOCC1)c1cc(-c2ccccc2)nc2ccccc12	32%	.	2%	6%	2	-20%	-11%	11%	.
O=C(c1ccccc1Br)N1N=C(c2ccccc2)CC1c1ccccc1F (centres undefined)	-17%	-6%	?	4%	-1	-25%	-7%	-6%	6%
COc1cccc(NC(=O)CSc2nnc(CNC(=O)c3ccco3)n2C)c1	-3%	.	3%	6%	-5	-10%	-20%	19%	.
FC(F)(F)c1cccc(NC(=S)NCc2ccccc2)c1	-5%	?	?	-11%	-2	-20%	11%	0%	-1%

The list is partial. The share of hits here may be higher or lower than overall.
